Screening results (PubChem BioAssay)
ERG Ets-DNA blk – qHTS for Small Molecule Inhibitors of the ERG Ets/DNA interaction. Transcriptional regulator ERG (Homo sapiens), P11308. fluorescence polarization, His-ERG Ets domain / labelled DNA. Potency, µM (titrated, usually from 76.9 µM), without a hit: at the top dose FP activity, negative = inhibition, most hits filed as inhibitors. 0.028% of 370,000 active. AID 624246, 2012; active = well fitted inhibition curve with a large enough effect in the polarisation, with a control signal flat; inconclusive = small, poorly fitted or top-dose-only effect, or effect the other way, or a change in a side signal; inactive = no such curve, though single readings can be large or run the other way; the % refers to the polarisation;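 note: polarization taken with two DNA probes labelled with fluorescein and Texas red; potency is the fitted concentration of half-maximal effect; % of control where 0% means no effect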
Target sequence (P11308 whole entry, looked up, the tested form may be a part): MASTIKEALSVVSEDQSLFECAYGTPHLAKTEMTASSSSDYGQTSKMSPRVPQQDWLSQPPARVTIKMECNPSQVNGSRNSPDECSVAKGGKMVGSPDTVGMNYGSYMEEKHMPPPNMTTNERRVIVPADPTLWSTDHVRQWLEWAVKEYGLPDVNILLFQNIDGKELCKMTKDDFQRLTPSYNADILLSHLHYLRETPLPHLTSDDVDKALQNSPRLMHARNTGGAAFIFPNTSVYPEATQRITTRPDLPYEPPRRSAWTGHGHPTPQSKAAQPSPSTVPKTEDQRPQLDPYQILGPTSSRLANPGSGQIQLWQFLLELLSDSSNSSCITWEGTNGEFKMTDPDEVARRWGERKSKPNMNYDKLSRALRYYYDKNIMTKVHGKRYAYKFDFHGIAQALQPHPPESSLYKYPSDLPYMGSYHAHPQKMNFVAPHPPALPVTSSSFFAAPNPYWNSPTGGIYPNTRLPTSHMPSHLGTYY
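His-tagged ERG Ets domain (1 uM in the protein solution; 300mM KCl, 50mM Tris-HCl, 1mM EDTA, 1mM DTT, pH 7.5) received compound, then a probe mix of 5 nM fluorescein-DNA and 100nM Texas-615-DNA. Fluorescence polarization was read for both dyes.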
Pol eta inh – qHTS for Inhibitors of Polymerase Eta. recombinant Pol eta, fluorescent DNA replication assay. 1.2% of 390,000 active. Potency, µM (highest dose often 114 µM), inactives show top-dose activity change, negative = inhibition, most hits filed as inhibitors; note: potency is the fitted concentration of half-maximal effect; % is set by controls: 0 for no effect and ±100 for the full control effect
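Pol eta at 10 nM preincubated with compounds 15 min at room temperature; reaction started with fluorescent substrate (50 nM final) and read kinetically at 0 and 10 min.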
Pol beta inh – qHTS Assay for Inhibitors of DNA Polymerase Beta | AID 485314, 2010 | Pol beta primer extension/strand displacement, fluorescence kinetic | 1.3% of 340,000 active | Potency, µM (titrated, usually from 114 µM), without a hit: at the highest dose activity change, negative = inhibition, most hits filed as inhibitors | P06746; note: potency is the fitted concentration of half-maximal effect; % is set by controls: 0 for no effect and ±100 for the full control effect
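Values derive from four-parameter Hill fits of normalized kinetic data: reads at 0 and 10 min following addition of 50 nM substrate to 10 nM Pol beta preincubated 15 min with compound.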
Pol kappa inh – qHTS for Inhibitors of Polymerase Kappa; DNA polymerase kappa (Homo sapiens), Q9UBT6; purified Pol kappa, fluorescent DNA synthesis assay, 10 min; Potency, µM (top dose mostly 107 µM), inactives show at the highest dose activity, negative = inhibition, usual class: inhibitors; 0.53% of 400,000 active; AID 588579, 2011; note: potency is the fitted concentration of half-maximal effect; % is set by controls: 0 for no effect and ±100 for the full control effect
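Kinetic fluorescence screen: compound preincubated 15 min RT with 10 nM enzyme; 50 nM substrate (final) initiates; reads at 0/10 min.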
LDHA inh – qHTS assay for inhibitors of human lactate dehydrogenase. activity change, % (values are at about 110 or 230 µM). 0.15% of 480,000 active. purified LDHA, NADH/diaphorase-resazurin fluorescence; stronger effect = lower value; in the data active = activity change below about -30%; inconclusive = mostly about -25% to -30%;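 note: plate controls were DMSO wells for no effect and wells without enzyme for full effect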
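LDH5 2 nM; NADH 0.06 mM, pyruvate 0.2 mM; 200 mM Tris pH 7.4, EDTA, Tween-20; 5 min RT. Detection: diaphorase 0.133 mg/mL + resazurin 37 µM, fluorescence ex540/em590 at 0 and 20 min; normalized to enzyme-free and DMSO wells.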
Anesthetic bind – qHTS Assay for Identification of Novel General Anesthetics. Ferritin light chain (Equus caballus), P02791. apoferritin/1-aminoanthracene competitive binding, fluorescence. Potency, µM (titrated, usually from 77.5 µM), for inactives: at the highest dose activity change, negative = displacement, hits mostly inhibitors. 0.074% of 350,000 active. AID 485281, 2010; note: potency is the fitted concentration of half-maximal effect; % is set by controls: 0 for no effect and ±100 for the full control effect; nearly all actives have a fitted effect of over 20% in size
Target sequence (P02791 2-175 limits assumed): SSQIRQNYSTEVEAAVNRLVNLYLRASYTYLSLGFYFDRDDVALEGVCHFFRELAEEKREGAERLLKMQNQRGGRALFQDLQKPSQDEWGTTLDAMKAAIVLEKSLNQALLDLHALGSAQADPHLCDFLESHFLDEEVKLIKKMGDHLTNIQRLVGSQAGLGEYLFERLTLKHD
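Concentration-response curves derived by four-parameter Hill fitting of normalized fluorescence, where compounds displaced 1-AMA from 10 uM horse apoferritin following a brief 10 min room-temperature incubation; propofol titration acted as positive control.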
APE1 inh – qHTS Assay for Inhibitors of the Human Apurinic/apyrimidinic Endonuclease 1 (APE1) | recombinant APE1, TAMRA/BHQ-2 abasic DNA cleavage fluorescence | Potency, µM (highest dose often 65.8 µM), inactives show at the top dose activity change, negative = inhibition, actives largely listed as inhibitors | 0.35% of 350,000 active | AID 2517, 2012;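 note: potency is the fitted concentration of half-maximal effect; plate controls were vehicle for no effect and reference inhibitor for full effect; nearly all actives have a fitted effect of over 55% in size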
Target sequence (P27695 whole entry, looked up): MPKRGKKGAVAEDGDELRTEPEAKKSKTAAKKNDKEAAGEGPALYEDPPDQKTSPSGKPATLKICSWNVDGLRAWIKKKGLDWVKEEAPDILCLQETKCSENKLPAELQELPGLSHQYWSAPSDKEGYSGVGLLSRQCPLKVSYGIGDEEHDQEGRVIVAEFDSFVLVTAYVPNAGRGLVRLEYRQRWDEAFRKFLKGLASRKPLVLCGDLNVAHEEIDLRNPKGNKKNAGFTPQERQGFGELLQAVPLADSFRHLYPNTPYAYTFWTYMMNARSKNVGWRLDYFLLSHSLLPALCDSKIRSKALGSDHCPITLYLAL
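Substrate: short duplex with […] THF abasic site, 5'-TAMRA and 3'-BHQ-2, 50 nM final. APE1 at 0.75 nM, preincubated 15 min RT with compound. Fluorescence increase from first to third read measured activity.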
ALOX12 inh – Primary qHTS assay for inhibitors of human arachidonate 12S-lipoxygenase (ALOX12): Round 2; Polyunsaturated fatty acid lipoxygenase ALOX12 (Homo sapiens), P18054; 1.1% of 580,000 active; Potency, µM (series often up to 108 µM), for the others: at the top dose activity change, negative = inhibition, actives largely listed as inhibitors; purified 12hLO, xylenol orange hydroperoxide absorbance; note: potency is the fitted concentration of half-maximal effect; % is set by controls: 0 for no effect and ±100 for the full control effect
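Hydroperoxide product was detected by ferrous iron/xylenol orange as the 573 to 405 nm absorbance ratio. Arachidonic acid at 40 uM (final) was turned over for 30 min at room temperature by 150 nM human 12hLO, pH 7.0 Hepes buffer, after 15 min compound preincubation.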
RGS4 inhibitor – Inhibitors of Regulator of G Protein Signaling (RGS) 4: qHTS; Regulator of G-protein signaling 4 (Homo sapiens), P49798; Transcreener GDP fluorescence polarization, RGS4-accelerated GTP hydrolysis; Potency, µM (series often up to 114 µM), without a hit: at the highest dose activity change, negative = inhibition, hits mostly inhibitors; 0.039% of 390,000 active; AID 504845, 2011; note: potency is the fitted concentration of half-maximal effect; % is set by controls: 0 for no effect and ±100 for the full control effect; nearly all actives have a fitted effect of over 75% in size; some results filed as inactive show a strong effect at the top dose
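MLSMR compounds (23 nl, pin-transferred) preincubated 10 min at room temperature with a 500nM (2x) first reagent, then RGS4 at 900nM (2x) plus Transcreener GDP mix added; fluorescence polarization (620/688 nm) read before and after 90 min at 30 °C.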
Active calls of the source: *; i = inactive; ? = inconclusive; . = no result given; & = joins results of further samples; [ ] = another dose, or the depositor's remark. Unless noted, calls come from the whole dose curve; as a rule, active = well fitted curve in the direction sought with a large enough effect; inconclusive = small, poorly fitted or top-dose-only effect, or another doubt; inactive = no such curve, though single readings can be large; an effect the other way counts as inactive or inconclusive.

Each structure is followed by: ERG Ets-DNA blk	Pol eta inh	Pol beta inh	Pol kappa inh	LDHA inh	Anesthetic bind	APE1 inh	ALOX12 inh	RGS4 inhibitor
O=C(CCC(=O)c1cccs1)c1cccs1
    -5%	-9%	?	-1%	2	?	-4%	-5%	4%
CCc1ccc(NC(=O)Cn2ccn(-c3cccc(Cl)c3)c(=O)c2=O)cc1
    11%&2%	0%&-4%	0%&3%	-10%&-11%	-10&-15	-7%&-13%	20%	?	-10%&-28%
CSc1ncccc1C(=O)OCC(=O)N1CCN(S(=O)(=O)c2ccc(C)cc2C)CC1
    -3%	-16%	.	-14%	-5	.	4%	11%	-5%
Cc1nc2ccccc2c(=O)n1/N=C/c1ccc(F)cc1
    -10%	-6%	-24%	-2%	-9	-2%	41%	0%	8%
Cn1c(SCC(=O)c2ccc3c(c2)OCCO3)nnc1C1CC1
    -4%	-5%	-27%	-1%	-6	-7%	0%	?	-37%[56.9 µM]
CC1C(=O)Nc2ccccc2N1C(=O)c1cccc(C(F)(F)F)c1 (centres undefined)
    0%	-9%	22%	8%	-1	-4%	-10%	i	-13%
Cc1ccc(-c2csc(NC(=O)c3cnccn3)n2)cc1C
    0%	-8%	4%	4%	0	-6%	1%	2%	-20%
CCn1c(SCc2ccc(C(=O)OC)o2)nnc1-c1c[nH]c2ccccc12
    -7%	-14%	1%	-17%	-6	-14%	-2%	14%	2%
COC(=O)c1ccccc1OC(=O)c1cc[n+]([O-])cc1
    0%	-17%	-13%	-16%	-1	-3%	-2%	0%	5%[11.4 µM]
Cc1ccc2c(c1)N(CC(=O)Nc1c(C)cccc1C)C(=O)c1cccnc1O2
    10%	-1%	0%	-21%	-3	-12%	-3%	9%	19%[11.4 µM]
CC[C@@]12C(=O)N(c3ccc(OC)cc3)C(=O)N1[C@H](c1cccc(C)c1)[C@@H]1C(=O)N(Cc3ccccc3)C(=O)[C@@H]12
    -11%	-19%	1%	3%	1	?	16%	.	4%
CCN1CCN(CC(=O)N2c3ccccc3CC2C)CC1 (centres undefined)
    8%	-13%	35%	14%	-13	-5%	15%	?	-19%
CCC(Sc1ncccn1)C(=O)Nc1cc(C)on1 (centres undefined)
    0%	-1%	16%	1%	-9	-11%	3%	-11%	3%
Cc1ccccc1OCC(=O)Nc1ccc2c(c1)ncn2C
    5%	-20%	.	-6%	-10	.	16%	11%	17%
COc1ccccc1/C=C/c1nc(S(=O)(=O)c2ccccc2)c(N(C)C)o1
    12%	-21%	-1%	1%	-4	?	18%	?	-46%
Cc1c(C)n(CCCN(C)C)c2ncnc(Nc3ccc(F)cc3)c12
    -15%	4%	-1%	13%	0	5%	-1%	3%	28%
CCOC(=O)c1c(C)[nH]c(C(=O)NCc2ccccn2)c1C
    11%	-23%	.	4%	0	.	33%	7%	-6%
CCC1CCCCN1C(=O)CSc1nc2c([nH]c3ccccc32)c(=O)n1-c1ccc(OC)cc1 (centres undefined)
    -1%	-15%	13%	-4%[60.1 µM]	-7	-12%	.	-20%	-12%
CCOC(=O)C1=C[C@]2(CC)CCCN3CCc4c(n1c1ccccc41)[C@@H]32
    19%	0%	1%	-7%[60.1 µM]	-4	-3%	2%&-10%	?	0%[56.9 µM]
C/C(=N\NC(=O)C1COc2ccccc2O1)c1cc2ccccc2o1 (centres undefined)
    8%	-18%	1%	-6%	4	-9%	-1%	-5%	2%
Cc1cc(C)cc(NC(=O)CCCc2nc(-c3ccccc3Cl)no2)c1
    -2%	-4%	-10%	-16%	-8	-6%	.	-27%	6%
c1ccc(-n2ncc3c(N4CCCCC4)ncnc32)cc1
    -12%	-13%	-8%	-8%	-10	-14%	-7%	8%	29%
O=C(N1CCCCC1)N1CCN(S(=O)(=O)c2cccc([N+](=O)[O-])c2)CC1
    -3%	-4%	6%	0%	0	-5%	20%	19%	-6%
CCn1c2ccccc2c2nnc(SCC(=O)Nc3ncccn3)nc21
    2%	-10%	3%	-6%	1	-1%	2%	-1%	-28%
COc1cc(Cl)c(C)cc1NC(=O)COC(=O)c1ccc(CN2CCCC2=O)cc1
    -5%	-3%	.	11%	-3	.	6%	205%[activator]	-16%
CCOC(=O)C1C(=O)CC(C)(O)C(C(=O)OCC)C1c1ccc(OC)cc1 (centres undefined)
    -6%	-12%	18%	-6%	-3	-8%	28%	-6%	-14%
Cc1c(Cl)cccc1NC(=O)CSc1ccc(-c2cccnc2)nn1
    6%	-12%	7%	5%	-2	-7%	0%	0%	19%
Nc1c(C(=O)N2CCOCC2)sc2nc3c(cc12)CCCC3
    -4%	-16%	-24%	0%	2	25%	36%[activator]	13%	-34%
O=C(CSC1=NS(=O)(=O)c2cc(F)ccc2N1)NCc1ccc(F)cc1
    16%	-19%	.	-7%	-4	.	12%	?	-11%
O=C1NC(c2ccccc2)=C(c2ccc3ccccc3n2)C(c2ccc(F)cc2)N1 (centres undefined)
    -3%	-11%	0%	-7%	-3	-1%	-10%	-18%	1%
CCCCSc1nnc(-c2ccc(NC(C)=O)cc2)n1C
    5%	-13%	-10%	-10%	-8	-6%	2%	13%	-41%
Cc1ccc(-n2ncc3c(=O)[nH]c(SCC(=O)N4CCCc5ccccc54)nc32)cc1
    -5%	-10%	0%	1%	-5	41%[activator]	0%	29%	0%
CSc1ccc(/C=C(/NC(=O)c2ccco2)C(=O)N2CCOCC2)cc1
    -7%	-18%	11%	-23%	-4	-3%	24%	-5%	13%
COCCCn1c(-c2ccsc2)nc2c1c(=O)[nH]c(=O)n2Cc1ccccc1
    -3%	-7%	5%	4%	0	-14%	-2%	0%	4%
CCCc1c(C(=O)NNc2cc(C(F)(F)F)ccc2Cl)cnn1-c1ccccc1
    18%	-16%	-2%	-8%	7	-3%	-1%	269%[activator]	-20%
OCCN(C=NC1=NN(c2cccc(C(F)(F)F)c2)CC1)CCO
    1%	7%	41%	-7%	-6	-15%	15%	?	23%
COCCNC(=O)CSc1nnc2[nH]c(=O)cc(C)n12
    3%	8%	?	-12%[60.1 µM]	0	0%	.	-20%	25%
COc1ccc(/C=N/NC(=O)CN(Cc2ccccc2)S(=O)(=O)c2ccc3c(c2)OCCO3)cc1
    1%	-24%	9%	-19%	-3	6%	1%	9%	-1%
COc1ccc(-c2nnc(OCc3nc4ccccc4n3C)c3ccccc23)cc1
    9%	-7%	14%	-16%	-1	-13%	4%	-15%	?
COCCNc1ccc(N2C(=O)CCCC2=O)cc1[N+](=O)[O-]
    -2%	13%	49%[activator]	1%	-10	-6%	2%	-4%	19%
CCOC(=O)CN1C(=O)S/C(=C/c2ccc(O)c([N+](=O)[O-])c2)C1=O
    -3%	-11%	34%	-3%	2	-22%	15%	-15%	-31%
COc1cccc(NC(=O)CN(C)S(=O)(=O)c2ccc3c(c2)NC(=O)CS3)c1
    -13%	-17%	86%	-13%	-8	-6%	-7%	4%	15%
CCCNC(=O)NC(=O)COC(=O)CNS(=O)(=O)/C=C/c1ccccc1
    -3%	-18%	11%	-5%	0	-6%	2%	-10%	-23%[56.9 µM]
Cc1cccc(CCNC(=O)CN(C)S(=O)(=O)c2ccc3c(c2)c(=O)n(C)c(=O)n3C)c1
    0%	-2%	25%	-6%	-6	-17%	10%	9%	12%
Nc1ncnc2nc(SCC(=O)Nc3cccc(C(F)(F)F)c3)[nH]c12
    -5%	?	14%	-1%	-11	1%	19%	-14%	6%
Cc1ccc(CNC(=O)c2cc(C)nc3c2c(C)nn3-c2ccc(C)cc2)cc1
    -12%	-24%	8%	-2%	-2	?	.	-12%	-1%
Fc1cccc(Cl)c1CNCc1ccccc1Cl
    4%	1%	2%	-10%	-1	?	-2%	-26%	-19%
O=C(CCCn1cnc([N+](=O)[O-])n1)Nc1ccc(Cl)c(Cl)c1
    .	-1%	19%	-3%	0	-18%	-5%	1%	-16%

Single records, as listed above. Order of values: ERG Ets-DNA blk, Pol eta inh, Pol beta inh, Pol kappa inh, LDHA inh, Anesthetic bind, APE1 inh, ALOX12 inh, RGS4 inhibitor
Fc1cccc(Cl)c1CNCc1ccccc1Cl reads 4%, 1%, 2%, -10%, -1, ?, -2%, -26%, -19%
CCCNC(=O)NC(=O)COC(=O)CNS(=O)(=O)/C=C/c1ccccc1 reads -3%, -18%, 11%, -5%, 0, -6%, 2%, -10%, -23%[56.9 µM]

Only part of the results is shown; count on the stated rates, not on these rows.
